Bioassay records (PubChem)
INS promoter inh: TRM-6 insulin promoter activity inhibition | TRM-6 cells (human fetal islet line), insulin promoter-eGFP reporter, imaging; reporter expression induced with tamoxifen | inhibition, % at 2 µM | 130,000 tested, 0.9% active;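 active means inhibition above the mean plus 3 SD, with well images judged a real hit on visual review, cut at about 60% in these data, passing the limit was not always enough; inconclusive means inhibition over the cutoff but images rejected on review; inactive means inhibition not above the cutoff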
sdo1 growth: compounds rescuing growth of sdo1-depleted yeast, bone marrow failure model. S. cerevisiae sdo1-depleted JHY4D growth rescue, OD600 30 h; hits give high values; pdr5 snq2 efflux-pump mutant strain. z-score at 10 µM. 140,000 tested, 0.21% active;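 active means z-score above 3 at both the 24 hr and the 30 hr optical density reads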;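 further: z-score against mean and SD of all compound wells on the same plate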
sdo1 growth Rescue 24 h: also measured in sdo1 growth; calls as there; z-score; S. cerevisiae sdo1-depleted JHY4D growth rescue, OD600; measured here: growth rescue at 24 h;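 0 is the plate mean of compound wells and units are plate SD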
The depositor's hits bear a star; ? = inconclusive; · = not tested or not shown. Some of the compounds tested (hit frequency here may not be typical).

INS promoter inh	molecule	sdo1 growth	sdo1 growth Rescue 24 h
-262	CCN(CC)S(=O)(=O)c1ccc(NC2CCCc3ccccc32)nc1 (stereo not given)	-0.93	-0.72
12	CCCSc1nc2[nH]ncc2c(=O)[nH]1	0.7	0.44
47	CCN(CC)S(=O)(=O)c1ccc(N/N=C/c2ccc(O)cc2O)nc1	1.2	0.12
·	COCCN(Cc1cc2cc(C)c(C)cc2nc1Cl)C(=O)Nc1ccccc1	-0.11	-0.09
21	CC1CCCN(C(=S)Nc2ccc3nc4n(c(=O)c3c2)CCCCC4)C1 (stereo not given)	0.77	-0.89
54	Cc1ccc(-n2c(C)c([N+](=O)[O-])c3ccc(O)c(CN(C)C)c32)cc1	0.43	0.12
?	O=C(CCCCCn1c(=S)[nH]c2cc3c(cc2c1=O)OCO3)N1CCN(Cc2ccccc2)CC1	-0.48	-0.94
-14	Fc1cccc(Cl)c1Cn1nnc2c(N3CCC4(CC3)OCCO4)ncnc21	-1.7	-2
3	Cc1cccc(N(CC(=O)NCCC2=CCCCC2)S(C)(=O)=O)c1C	-1.3	-1
-93	[O-][n+]1c2c(c3c4non(O)c4ccc31)CCCC2	-2.9	-1.9
·	CCCCCc1ccc(-c2ccc(=O)[nH]n2)cc1	-1.5	-0.96
27	O=C(CNC1CCCCCC1)Nc1ccc(S(=O)(=O)NC2CC2)cc1	0.39	0.39

(continued)
INS promoter inh	molecule	sdo1 growth	sdo1 growth Rescue 24 h
59	Cc1ccccc1OCc1nc(-c2ccc(NC(=O)c3ccco3)cc2)no1	-1.6	-0.69
0	Cc1cc(C)c(C)c(OCC(=O)NCCN(C)C)c1	-0.26	-0.07
38	Cc1cccc(-c2noc(CCC(=O)NCc3ccccc3)n2)c1	-0.76	-1.2
-81	CCn1cc(C(=O)OCC(=O)c2cc(C)n(-c3ccccc3)c2C)c(=O)c2ccc(C)nc21	-1.3	0.01
-22	Cc1occc1-c1nc(-c2ccncc2)no1	-0.62	-1.1
56	Nc1nc2c3ccccc3nc(Cc3ccccc3)n2n1	-1.1	-0.97
-100	COc1ccccc1C1=NN(C2=NN=C(N)Cc3ncnn32)C(O)(C(F)(F)F)C1 (stereo not given)	·	·
12	O=C(Nc1ccccc1)N(CCN1CCOCC1)Cc1cccc(Cl)c1	0.27	0.73
22	CN1C(=S)SC(N(O)C=C2C=CC(=O)C=C2)C1(C)C (stereo not given)	0.93	1.8
4	Cc1nn(CC(=O)NCC2CCCO2)c(=O)c2ccccc12 (stereo not given)	0.45	0.37
31	COc1ccccc1CNc1cc(-c2ccccc2)ccc1OC	0.61	0.28
-67	Cc1c(NS(=O)(=O)c2cccc(C(=O)NCc3ccc(Cl)cc3)c2)c(=O)n(-c2ccccc2)n1C	-0.02	-0.79

Some entries already given, limited to sdo1 growth.
smiles,sdo1 growth
Cc1ccccc1OCc1nc(-c2ccc(NC(=O)c3ccco3)cc2)no1,-1.6
Cc1cc(C)c(C)c(OCC(=O)NCCN(C)C)c1,-0.26
Cc1c(NS(=O)(=O)c2cccc(C(=O)NCc3ccc(Cl)cc3)c2)c(=O)n(-c2ccccc2)n1C,-0.02

Further compounds.
INS promoter inh	molecule	sdo1 growth	sdo1 growth Rescue 24 h
24	CS(=O)(=O)N1CCN(c2ccccc2NC(=O)c2ccc(-c3ccc(Br)cc3)o2)CC1	-1.3	-0.85
·	COc1ccc2nc(SCc3nc(N)nc(Nc4ccccc4)n3)[nH]c2c1	-0.73	-0.27
-20	COC(=O)c1ccccc1NC(=S)NC(=O)c1cccc2ccccc12	-1.2	-1
·	CCOC(=O)N1CCN(C(=O)Cc2ccc(-n3c(=O)[nH]c4ccccc4c3=O)cc2)CC1	0.59	-0.07
8	CN(C)S(=O)(=O)c1cccc(NC(=S)NC(=O)C2CCCCC2)c1	-0.64	-0.33
·	CC(C)C(=O)Nc1cc(S(=O)(=O)Nc2cccc(Cl)c2)ccc1Cl	-1.3	-1.4
·	COc1ccc(CC(=O)Nc2ccc(-c3noc(-c4cccc(OC)c4)n3)cc2)cc1	0.5	0.36
43	Cc1ccc(C2N(C)c3ccccc3-c3nc4ccccc4n32)o1 (stereo not given)	-2.3	-1.3
5	COCCNC(=O)C(c1ccc(C)o1)N(Cc1ccc(OC)cc1)C(=O)Cn1nnc2ccccc21 (stereo not given)	0.65	0.59
6	CCCc1cc(NCCCN2CCOCC2)n2c(nc3ccccc32)c1C#N	0.5	0.56
-14	CN1C(=O)N(C)C2(c3ccccc3)Nn3c(s/c(=C/c4ccccc4)c3=O)=NC12c1ccccc1 (stereo not given)	-0.17	0.77
-56	CC(C)Oc1ccc(CSc2nnc3n(C)c(=O)c4c5c(sc4n23)CCCC5)cc1	·	·

The list continues.
INS promoter inh	molecule	sdo1 growth	sdo1 growth Rescue 24 h
-9	N=c1c2c(n(Cc3cccc(Cl)c3)c3c1CCC3)CCCC2	0.14	0
18	CCOC(=O)c1[nH]c(C)c(/C(O)=C2\C(=O)C(=O)N(CCCN(C)C)C2c2cccnc2)c1C (stereo not given)	1.8	0.7
22	C=CCSc1nnc(NC(=O)Cc2ccc(OC)c(OC)c2)s1	·	·
-6	O=C(COC(=O)c1n[nH]c2ccccc12)NC(=O)NC1CCCC1	0.01	0.51
-48	CC(=O)N1[C@H](C)C=C[C@]1(Cc1ccccc1)C(=O)NCc1cc(F)cc(C(F)(F)F)c1	-0.65	-0.99
44	CCC(c1nnc(SCC(=O)Nc2ccc(C(=O)Nc3ccccc3OC)cc2)o1)N(C)C (stereo not given)	-0.1	0.08
14	O=C(NC1CCCCC1)c1cccc(COCC(F)(F)F)c1	1.3	1.5
·	COCCn1c(=O)c2c(nc3n2CCN3c2ccc(C)cc2)n(C)c1=O	1.3	1.6
-41	O=S1(=O)C=C(SCc2cccc(Cl)c2)Nc2ccccc21	0.28	0.2
-230	CN1CCN(S(=O)(=O)c2ccc(NC(=O)Cc3cccs3)cc2)CC1	-0.48	-0.64
-12	CC1CCN(C(=O)C(NS(=O)(=O)c2cccc3nsnc23)c2ccccc2)CC1 (stereo not given)	-0.71	-0.8
14	COc1ccc(C(=O)c2cc3ccc(O)cc3oc2=O)cc1	0.63	-0.25

Given with two lines to a compound: entries from further up.
Every second line gives: INS promoter inh | sdo1 growth | sdo1 growth Rescue 24 h
> CCC(c1nnc(SCC(=O)Nc2ccc(C(=O)Nc3ccccc3OC)cc2)o1)N(C)C (stereo not given)
  44 | -0.1 | 0.08
> O=C(NC1CCCCC1)c1cccc(COCC(F)(F)F)c1
  14 | 1.3 | 1.5
> COCCn1c(=O)c2c(nc3n2CCN3c2ccc(C)cc2)n(C)c1=O
  · | 1.3 | 1.6
> O=S1(=O)C=C(SCc2cccc(Cl)c2)Nc2ccccc21
  -41 | 0.28 | 0.2
> CN1CCN(S(=O)(=O)c2ccc(NC(=O)Cc3cccs3)cc2)CC1
  -230 | -0.48 | -0.64
> CC1CCN(C(=O)C(NS(=O)(=O)c2cccc3nsnc23)c2ccccc2)CC1 (stereo not given)
  -12 | -0.71 | -0.8

Other entries follow:
INS promoter inh	molecule	sdo1 growth	sdo1 growth Rescue 24 h
-13	CCCC(=O)Nc1ccccc1Sc1ncnc2scc(-c3ccccc3)c12	-1.4	-1.4
58	Cc1cccc(OCCn2c(=S)[nH]c3ccccc32)c1	-2.4	-1.5
36	O=C1CN(CC(=O)Nc2ccc(SC(F)F)cc2)CCN1	0.53	0.54
-32	CCOP(=O)(OCC)C(NC(=O)Nc1cccc(Cl)c1)C(N)=O (stereo not given)	0.32	-0.96
50	COc1cccc(NC(=O)CSc2nnc(-c3ccoc3C)n2-c2ccccc2)c1	-0.54	-0.24
·	COC(=O)CN(c1ccc(OC)cc1)S(=O)(=O)c1c(C)noc1C	0.73	0.35
·	CCn1c(COc2cccc3cccnc23)nnc1SCC(=O)O	1.6	4
16	CC1CCN(c2ccccc2NC(=S)NC(=O)c2ccc(-c3cccc([N+](=O)[O-])c3)o2)CC1	0.39	0.19
100*	CCC(C)(C)C(=O)Nc1ccc(OC)cc1[N+](=O)[O-]	0.02	-0.5
-25	CCOC(=O)NC(=O)CSc1nnnn1-c1ccc(C)cc1	0.53	0.65
·	COc1ccc(-c2cc(C(=O)N3CCOCC3)no2)cc1OC	1.3	1
0	COc1cc(C(=O)NC(CCSC)C(=O)OCC(=O)NC(=O)C2CCCCC2)cc(OC)c1OC (stereo not given)	·	·

(more compounds)
INS promoter inh	molecule	sdo1 growth	sdo1 growth Rescue 24 h
39	O=C(Cc1ccc(F)cc1)N/N=C/c1ccc(-c2ccc(Cl)c(C(=O)O)c2)o1	·	·
14	CCOC(=O)C1[C@H]2C(=O)N(C(C)c3ccc(OC)cc3)C[C@]23C=C[C@H]1O3 (stereo not given in full)	-0.38	-0.4
-212	CCn1nccc1C(=O)Nc1ccc(S(=O)(=O)NC23CC4CC(CC(C4)C2)C3)cc1	-0.84	-1.1
·	COc1ccc(NC(=O)N(C2CCCCC2)C(C)c2cccnc2)c(OC)c1 (stereo not given)	-2.5	-1.4
-33	COCCN(C(=S)Nc1c(C)cc(C)cc1C)C(C)c1cccnc1 (stereo not given)	-0.47	0.03
30	O=C(C1CCCCC1)N1CCCc2ccccc21	-0.6	-0.14
38	c1ccc2[nH]c(SCc3cn4ccccc4n3)nc2c1	·	·
45	CCCc1nc(NCC2CCCO2)c2nnn(Cc3ccccc3)c2n1 (stereo not given)	-0.63	-1.4
·	O=C(COC(=O)c1ccco1)Nc1nc2ccccc2s1	0.41	0.78
23	CCOc1ccc(-n2nc3c(SCCN4CCCC4)nnc(C)c3c2C)cc1	1.2	1.8
-21	O=C(COC(=O)CCc1ccc(S(=O)(=O)N2CCOCC2)cc1)Nc1ncc(C(F)(F)F)cc1Cl	-0.41	-0.48
42	CCC(C)c1c(O)nc(SCc2ccccc2)[nH]c1=O (stereo not given)	-1	-0.67

Continued; the last 2 above are carried over.
INS promoter inh	molecule	sdo1 growth	sdo1 growth Rescue 24 h
-21	O=C(COC(=O)CCc1ccc(S(=O)(=O)N2CCOCC2)cc1)Nc1ncc(C(F)(F)F)cc1Cl	-0.41	-0.48
42	CCC(C)c1c(O)nc(SCc2ccccc2)[nH]c1=O (stereo not given)	-1	-0.67
-197	O=C(Nc1nnc(CC2=CCCCC2)s1)c1cccs1	-0.53	5.2
11	O=C(/C=C/c1ccccc1)Nc1nnc(SCC(=O)c2ccc3ccccc3c2)s1	0.32	0.55
-63	O=C(O)CCCC(=O)NCCc1cccc(Cl)c1	0.97	0.56
-21	O=C(O)COc1ccc(=O)n(-c2ccccc2)n1	-1.2	-1.4
-40	COc1ccc(NC(=O)C(CC(C)C)NC(=O)C2CCCCC2)c(OC)c1 (stereo not given)	·	·
·	Cc1ccc(NC(=O)CN2CCC(C(=O)c3ccc4c(c3)OCCO4)CC2)cc1	0.58	0.53
-41	CCCCOC(=O)Nc1ccc(S(=O)(=O)Nc2ccc([N+](=O)[O-])cc2)cc1	-0.08	-0.49
12	O=C(CNS(=O)(=O)c1ccccc1Br)OCC(=O)N1CCc2ccccc21	0.05	-0.26
·	O=C(NCc1ccco1)C(c1cccs1)N(C(=O)C1COc2ccccc2O1)c1cccc(O)c1 (stereo not given)	0.1	-0.08
-12	COc1cccc(C2SCC(=O)N2c2cccc(C)c2)c1OC (stereo not given)	0.66	0.65
·	C[C@H](NC(=O)OC(C)(C)C)c1nnc(SCC(N)=O)o1	-0.08	0.73
0	Cc1ccc(NS(=O)(=O)c2ccccc2[N+](=O)[O-])cc1C	·	·

Remaining list, next part.
INS promoter inh	molecule	sdo1 growth	sdo1 growth Rescue 24 h
6	Cn1cnnc1SCc1ccc(C#N)cc1Cl	2.1	2.2
·	CC1CCN(C(=O)C2c3ccccc3C(=O)N3CCc4ccccc4C23)CC1 (stereo not given)	-1.1	-1.2
-11	O=C(NCCC1=CCCCC1)c1ccc2c(c1)N(Cc1ccccc1)C(=O)CS2	-0.28	1.3
17	Cn1cccc1C(=O)OCC(=O)Nc1cccc(S(=O)(=O)N2CCOCC2)c1	·	·
10	CCCCCn1c(N)c(-c2nc3ccccc3s2)c2c([N+](=O)[O-])nn(CC)c(=O)c21	-1.9	-1.6
-24	COc1ccc(OC)c(NC(=O)CN(Cc2ccccc2)S(C)(=O)=O)c1	·	·
-48	Cc1ccc(-n2c(NN)nc3ccccc3c2=O)c(C)c1	0.29	-0.04
·	CCOC(=O)c1ccc(N2C(=O)c3n[nH]c(C)c3C2c2ccccn2)cc1 (stereo not given)	-0.13	-0.92
·	CC(=O)c1c(C)oc2ccc(N(C(C)=O)S(=O)(=O)c3ccc(Cl)c([N+](=O)[O-])c3)cc12	-1.1	-1.8
7	CC(=O)c1cc(-c2ccccc2)n(CC(=O)N2CCCC2)c1C	·	·
-31	COc1ccc(C(C)=O)cc1COC(=O)Cc1n[nH]c(=O)c2ccccc12	0.27	0.05
-100	Cc1ccc(C(c2nnnn2CCc2ccccc2)N2CCC(C)CC2)cc1 (stereo not given)	-1.7	-1.2
-111	Cc1[nH]nc(SCC(=O)NC(C)c2ccccc2)c1[N+](=O)[O-] (stereo not given)	0.63	0.34
·	CCC(C)NS(=O)(=O)c1ccc(NC(=O)c2ccc([N+](=O)[O-])cc2Cl)cc1 (stereo not given)	0.6	0.93

3 consecutive compounds already listed, for reference:
INS promoter inh	molecule	sdo1 growth	sdo1 growth Rescue 24 h
6	Cn1cnnc1SCc1ccc(C#N)cc1Cl	2.1	2.2
·	CC1CCN(C(=O)C2c3ccccc3C(=O)N3CCc4ccccc4C23)CC1 (stereo not given)	-1.1	-1.2
-11	O=C(NCCC1=CCCCC1)c1ccc2c(c1)N(Cc1ccccc1)C(=O)CS2	-0.28	1.3
